aSyn tox rescue: alpha-synuclein toxicity suppression in yeast | S. cerevisiae alpha-synuclein toxicity rescue, BacTiter-Glo growth, 24 h | Potency, µM (top dose mostly 46.1 µM), without a hit: at the highest dose growth rescue (activation), most hits filed as activators | actives 0.02% (n = 94,000) | AID 1347070; active means well fitted activation curve with a large enough effect; inconclusive means small, poorly fitted or top-dose-only effect; further: 0% is about no effect
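Growth restoration measured by BacTiter-Glo luminescence after 24 hr at 30 deg C; alpha-synuclein yeast, raffinose-pregrown to mid-log, were added at OD600=0.02 in galactose medium onto pinned compounds.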
* marks the source's active call; other numbers are inactive results; ? = inconclusive; [ ] = another dose, or the depositor's remark. Potency means the concentration at half of the fitted maximal effect. These rows are one share of the data. The share of hits here may be higher or lower than overall.

The opening four entries (preview)
SMILES	aSyn tox rescue
COc1cccc(CNC(=O)c2cc(C)nc3c2c(C)nn3-c2cccc(F)c2)c1	-4.0%
CN(Cc1cccnc1)C(=O)CNC(=O)c1ccc(Cl)cc1Cl	-9.7%
COc1ccc2cc(-c3nc(-c4ccc(N(C)C)cc4)no3)c(=O)oc2c1	-3.7%
COc1ccc(-c2cc3ccc(O)c(CN4CCC(C)CC4)c3oc2=O)cc1	2.6%

Main list, from the first entry:
SMILES	aSyn tox rescue
COc1cccc(CNC(=O)c2cc(C)nc3c2c(C)nn3-c2cccc(F)c2)c1	-4.0%
CN(Cc1cccnc1)C(=O)CNC(=O)c1ccc(Cl)cc1Cl	-9.7%
COc1ccc2cc(-c3nc(-c4ccc(N(C)C)cc4)no3)c(=O)oc2c1	-3.7%
COc1ccc(-c2cc3ccc(O)c(CN4CCC(C)CC4)c3oc2=O)cc1	2.6%
Cc1cccc(OCCC(=O)OCC(=O)N2c3ccccc3NC(=O)C2(C)C)c1	2.1%
Cc1cccc(NC(=O)NC2(C)CCS(=O)(=O)C2)c1 (stereo unspecified)	12.2%
COc1ccc(C2CC(c3cccs3)=NN2C(=O)CCCC(=O)O)cc1OC (stereo unspecified)	-8.0%
O=C(Nc1ccc(F)cc1)c1ccc(Cn2nc(N3CCN(c4ccccc4)CC3)ccc2=O)o1	-5.6%
Cc1ccc(-c2nnc(SCC(=O)c3ccc(Cl)cc3)n2-c2ccccc2)cc1	-2.3%
COc1ccc(C(=O)CCC(=O)N2CCN(c3ccccc3)CC2)cc1	6.5%
O=C(NCCc1c[nH]c2ccccc12)/C(=C/c1cccnc1)NC(=O)c1ccccc1	5.0%
COc1ccc(-c2noc(CSc3nc(N)cc(=O)[nH]3)n2)cc1	-9.6%
COc1cc(/C=N/N2CCN(Cc3ccccc3)CC2)cc(OC)c1OC	8.1%
Cc1cccc(N2CCN(C(=O)CN3C(=O)COc4ccc(S(=O)(=O)N5CCC(C)CC5)cc43)CC2C)c1 (stereo unspecified)	9.4%
CCOc1ccc(NC(=O)Cn2c(=O)n(CC(=O)NCc3ccccc3Cl)c(=O)c3sccc32)cc1	-14.6%
COc1ccc(Cl)cc1NC(=O)N1CCN(S(=O)(=O)c2ccc3c(ccn3C)c2)CC1	-6.9%
COC(=O)c1ccccc1NC(=O)CSc1n[nH]c(CC(C)C)n1	-3.8%
O=C(COc1ccc(F)cc1Cl)Nc1ccc(S(=O)(=O)Nc2nccs2)cc1	5.2%
COc1ccc(/C=C(\C#N)c2c[nH]c3ccccc23)cc1	10.1%
Cc1ccc(-c2cn3c(n2)sc2cc(C(=O)NCCCN4CCCCCC4)ccc23)cc1	-4.4%
N/C(Cc1ccc(Cl)cc1Cl)=N\OC(=O)Cc1ccc(Cl)cc1	-50.3%[inhibitor]
COc1ccc(NC(=S)Nc2ccc(OC(F)F)cc2)cn1	-3.9%
Cc1ccc(S(=O)(=O)c2nnn3c2nc(N(C)Cc2ccccc2)c2cc(Cl)ccc23)cc1C	0.0%
COc1ccc(/C=C\c2onc(C)c2S(=O)(=O)N2CCC(C(=O)Nc3cccc(C)c3C)CC2)cc1	6.0%
Cc1cc(C(C)(C)C)cc(C)c1CCNC(=O)c1ccc[n+]([O-])c1	8.0%
COc1cc2c(cc1OC)C(COc1ccc3c(C)cc(=O)oc3c1)N(C(=O)c1cc(Cl)ccc1OC)CC2 (stereo unspecified)	1.1%
COc1ccc(N2Cc3cccc(C(=O)Nc4cc(C)cc(C)c4)c3C2=O)cc1	-2.2%
C/C(CS(=O)(=O)c1ccccc1)=N\O	-0.5%
COC(=O)c1c(NC(=O)COc2c(C)cccc2C)sc2c1CCCC2	-8.1%
CCOc1ccc(C(=O)Nc2cccc(-c3nc4cc(Cl)cc(Cl)c4o3)c2)cc1	1.1%
CCOc1cc(/C=C2/C(=O)ON=C2C)cc(Br)c1O	12.2%
O=C(Nc1ccc(N=Nc2ccccc2)c(NC(=O)C2CCCO2)c1)C1CCCO1 (stereo unspecified)	2.6%
Cc1ccc(Cl)cc1-n1c(=O)c2sc3ccccc3c2n(CC(=O)NC2CCCC2)c1=O	-3.4%
Cc1cccc(OCCCCN2CCNCC2)c1	3.9%
COc1ccc(N2C(=O)CS(=O)(=O)C23C(=O)N(Cc2ccccc2F)c2ccccc23)cc1Cl (stereo unspecified)	5.2%
COc1ccc(S(=O)(=O)N(C)CC(=O)NCCN2CCOCC2)cc1	3.7%
COc1ccc(OC)c(NC(=O)CSC2=Nc3ccccc3C3=NC(CC(=O)NCc4ccc(F)cc4)C(=O)N23)c1 (stereo unspecified)	7.2%
Cc1nnc(N2CCC(C(=O)NCCc3ccccc3)CC2)c2nn(-c3ccc(Cl)cc3)c(C)c12	7.9%
Clc1ccc(N=NN2CCOCC2)cc1	7.8%
COc1cccc(C2C=C(c3ccccc3)Nc3c(C(=O)Nc4ccccc4)cnn32)c1OC (stereo unspecified)	?

Rewritten as comma-separated lines: part of the list above
smiles,aSyn tox rescue
Cc1ccc(S(=O)(=O)c2nnn3c2nc(N(C)Cc2ccccc2)c2cc(Cl)ccc23)cc1C,0.0%
COc1ccc(/C=C\c2onc(C)c2S(=O)(=O)N2CCC(C(=O)Nc3cccc(C)c3C)CC2)cc1,6.0%

Next records follow:
SMILES	aSyn tox rescue
COCCn1c(SCC(=O)Nc2ccccc2OC)nnc1-c1ccco1	-3.6%
CC(C)CN(CCCNC(=O)c1cc(=O)[nH]c2ccc(S(=O)(=O)N3CCCC3)cc12)CC(C)C	0.4%
COc1ccc(Cl)cc1NS(=O)(=O)c1ccc2c(c1)NC(=O)CC(=O)N2	2.3%
COc1ccc(Cl)cc1NC(=S)N(CCN1CCOCC1)C1CCN(C(C)=O)CC1	1.3%
CC(=O)c1cc(-c2ccccc2)n(CC(=O)NCCc2ccc(C)cc2)c1C	5.9%
CNC(=S)NNC(=O)c1sc2cc(C(F)(F)F)cnc2c1-c1ccccn1	-10.2%
Cc1ccc(S(=O)(=O)NCCc2cc3ccc(C)c(C)c3[nH]c2=O)cc1	-0.5%
CCOc1cccc(CC(=O)N2CCc3c([nH]c4ccccc34)C2c2ccc(Cl)cc2)c1OCC (stereo unspecified)	10.6%
CC(C)OCCCn1c(SC(C)C(=O)NC2CC2)nc2ccccc2c1=O (stereo unspecified)	-8.8%
Cc1cccc(NC(=O)CSc2nnnn2C2CCCC2)c1	-8.7%
O=C(CN1C(=O)c2cccc3cccc1c23)Nc1ccccc1Br	5.3%
Cc1ccc(S(=O)(=O)c2nnn(CC(=O)Nc3ccccc3C)c2N)cc1C	2.0%
Cc1oc(-c2cccc3ccccc23)nc1CN1CCN(c2ncnc3ccccc23)CC1	3.3%
Cc1ccc2c(CNCc3ccc(C)o3)c(C(=O)O)n(Cc3ccc(F)cc3)c2c1	5.4%
N#C/C(=C\c1cn(CC(=O)N2CCCC2)c2ccccc12)C(=O)NCc1ccc2c(c1)OCO2	2.9%
Cc1ccccc1OCC(=O)OCc1cc(=O)n2ccsc2n1	?
O=C(COC(=O)c1c(F)cccc1F)NC(=O)NCc1ccccc1	4.0%
CCOc1ccc(S(=O)(=O)NNS(=O)(=O)c2ccc(C)cc2C)cc1	6.2%
CCc1ccc(S(=O)(=O)NCc2nc3cccnc3n2Cc2ccccc2Cl)cc1	-3.2%
COc1coc(/C=C/C(=O)O)cc1=O	1.5%
C[C@@H]1CN([C@H](C)CO)S(=O)(=O)c2ccc(Br)cc2O[C@H]1CN(C)C(=O)Nc1ccccc1	2.6%
Cc1nc2scc(C)n2c(=O)c1S(=O)(=O)Nc1ccc(N2CCOCC2)cc1	?
O=C(NCc1ccco1)/C(=C\c1ccco1)NC(=O)c1cccs1	-14.9%
CC(C)CCN1C(=O)c2ccc(C(=O)OCC(=O)N(C)C3CCS(=O)(=O)C3)cc2C1=O (stereo unspecified)	9.8%
O=C(N/N=C/c1cn(Cc2ccccc2)c2ccccc12)c1ccncc1	-1.8%
O=C(CSc1n[nH]c(-c2ccccc2Cl)n1)N1CCN(c2ccccc2)CC1	1.5%
COc1ccc(Cl)cc1NC(=O)CSC1=Nc2ccccc2C2=NC(CCC(=O)NCc3ccc(F)cc3)C(=O)N12 (stereo unspecified)	-1.6%
CC1CCN(c2nc3ccc(C(=O)NCc4ccccc4)cc3s2)CC1	2.3%
CN(C)c1ccc(C(CNC(=O)COc2ccccc2)N2CCOCC2)cc1 (stereo unspecified)	-3.9%
COc1ccc(Cn2ccnc2SCC(=O)NCc2ccco2)cc1	-2.4%
O=C(NCc1ccc(Cl)cc1)c1ccc(CSc2nc3ccncc3[nH]2)cc1	9.3%
CC(=O)c1ccc(NC(=O)c2noc3c2CCc2ccccc2-3)cc1	-7.6%
CCOc1ccccc1C(=O)Nc1cc2c(cc1N1CCCCC1)n(C)c(=O)n2C	11.1%
Cc1nnc(NC(=O)c2ccco2)s1	2.2%
CCNC(=O)c1ccc2c(c1)sc1nc(-c3cccc(OC)c3)cn12	0.0%
Cc1ccc(OCc2cc(=O)n3cc(C)sc3n2)c(C)c1	6.4%
CCOC(=O)C1CCN(C(=O)CSc2n[nH]c(-c3ccc(F)cc3)n2)CC1	-1.4%
O=C(CNC(=O)c1ccccc1)NCC(=O)OCc1ccccc1Cl	2.6%
O=C(COc1cccc(-n2cnnn2)c1)Nc1ccc([N+](=O)[O-])cc1	3.0%
COc1ccc(-c2csc3ncnc(N4CCN(S(=O)(=O)c5ccc(C)cc5)CC4)c23)cc1	13.2%
Cc1cccc(N2CCN(C(=O)CN3C(=O)NC4(CCCCCC4)C3=O)CC2)c1C	3.5%
COCCCNC(=O)C1CCC(Cn2c(=O)c3sccc3n(C)c2=O)CC1 (stereo unspecified)	-10.5%
CCc1ccc(NC(=O)CSC2=Nc3ccccc3C3=NC(CC(=O)NCc4ccccc4)C(=O)N23)cc1 (stereo unspecified)	-3.2%
O=C(Nc1ccc(F)cc1)c1cc2cc(Cl)ccc2[nH]1	-4.8%
CN(C1=NS(=O)(=O)N=C(N(C)c2ccccc2)O1)c1ccccc1	5.3%
CCOc1ccc(N2CC(c3nc4ccccc4n3Cc3cccc(C)c3)CC2=O)cc1 (stereo unspecified)	0.7%
COc1ccc(-c2noc(CNC(=O)c3ccco3)n2)cc1	-9.1%
COCCCNC(=O)CN1C(=O)c2cccnc2Sc2ccccc21	-4.0%
CC1CCN(C(=O)COC(=O)C2CCN(S(=O)(=O)c3c(Cl)cccc3Cl)CC2)CC1	1.9%
Cn1c(=O)oc2cc(S(=O)(=O)NCCC(=O)Nc3ccc(F)cc3F)ccc21	4.1%
COc1ccc(NC(=O)CSc2nc(-c3ccccc3)nc3cc(=O)[nH]n23)cc1	-7.1%
CCOC(=O)C1(CCCc2ccccc2)CCN(Cc2cnc(C)s2)CC1	-3.9%
O=C(Cc1ccc(Cl)cc1)NCCc1csc2nc(-c3ccccc3F)nn12	8.8%
CCC(C)N(C)C1CCN(C(=S)Nc2cccc(SC)c2)CC1 (stereo unspecified)	-1.6%
CC(=O)Nc1ccc(S(=O)(=O)NC2=NCN(C(C)C)CN2)cc1	-10.0%
COc1ccc2c(c1)c(=O)c(C(=O)c1ccc(Cl)cc1)cn2CC(=O)Nc1ccc2c(c1)OCO2	0.3%
CC1C(=O)N(Cc2cn(Cc3ccco3)nn2)CCS(=O)(=O)N1Cc1ccc(-c2ccc(Cl)c(Cl)c2)cc1 (stereo unspecified)	9.4%
CCCCNC(=O)C1CCC(CNS(=O)(=O)c2ccc(Cl)cc2)CC1 (stereo unspecified)	2.3%
O=C(NN=Cc1c[nH]c2ccccc12)NN=Cc1c[nH]c2ccccc12	-15.2%
COc1ccc(C(CNC(=O)c2oc3ccc(C)cc3c2C)N2CCOCC2)cc1 (stereo unspecified)	3.5%

In the list so far, 3 have a COOH group.
SMILES	aSyn tox rescue
COc1ccc(C2CC(c3cccs3)=NN2C(=O)CCCC(=O)O)cc1OC (stereo unspecified)	-8.0%
Cc1ccc2c(CNCc3ccc(C)o3)c(C(=O)O)n(Cc3ccc(F)cc3)c2c1	5.4%
COc1coc(/C=C/C(=O)O)cc1=O	1.5%

(further entries)
SMILES	aSyn tox rescue
CCN1CCN(CCCNC(=O)Cn2c(-c3cccs3)cc3cc(Cl)ccc32)CC1	-6.5%
CCOCCCNC(=O)c1c(NC(=O)Cc2coc3ccc(C)cc23)sc2c1CCC2	0.9%
CCC1Oc2ccccc2N(CC(=O)NCCc2ccc(OC)c(OC)c2)C1=O (stereo unspecified)	5.8%
CC1CCc2c(C(=O)NCc3ccccn3)csc2C1 (stereo unspecified)	0.3%
Cc1cc(N2C(=O)C(=O)/C(=C(/O)c3ccccc3)C2c2cccc(Br)c2)no1 (stereo unspecified)	9.4%
O=C1CC(c2cc(F)cc(F)c2)c2cc3c(cc2N1)OCO3 (stereo unspecified)	-4.9%
O=C(O)c1ccccc1-c1ncc(-c2ccccc2)o1	3.3%
O=C(Nc1ccc(F)c(Cl)c1)C1CCCN(S(=O)(=O)c2cccc3nsnc23)C1 (stereo unspecified)	-1.5%
CCC1CN(C(=O)NCc2cccc(OC)c2)c2cc(Cl)ccc2O1 (stereo unspecified)	10.9%
COc1ccc(NC(=O)N(C)C[C@H]2Oc3cc(Br)ccc3S(=O)(=O)N([C@H](C)CO)C[C@@H]2C)cc1	-2.3%
NNc1cc(C(=O)O)ccc1Cl	-7.9%
COCCNC(=O)c1ccc2c(c1)ncn2-c1cc(C)ccc1OC	-6.7%
N#CCC(=O)Nc1ccc(C(=O)Nc2cccc(S(=O)(=O)N3CCCC3)c2)cc1	-2.0%
CN(c1ccccc1)S(=O)(=O)c1cccc(NC(=O)CSc2n[nH]c(N)n2)c1	15.7%
Clc1ccccc1NN=Cc1ccccn1	-8.2%
CC(C)(CNC(=O)c1ccc(Cl)c(S(=O)(=O)N2CCc3ccccc3C2)c1)N1CCOCC1	-0.8%

Looked up one by one from the list above, 2 records:
SMILES	aSyn tox rescue
N#CCC(=O)Nc1ccc(C(=O)Nc2cccc(S(=O)(=O)N3CCCC3)c2)cc1	-2.0%
O=C(O)c1ccccc1-c1ncc(-c2ccccc2)o1	3.3%
